# Compound activity from PubChem BioAssay.
# BaF3 tox = reduces parental Ba/F3 cell viability, JAK2V617F counter-screen; AID 1486; inhibition, % at 5.6 µM; 220,000 tested, 1.1% active; CellTiter-Glo ATP luminescence;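 active = inhibition above a per-campaign cutoff, the mean inhibition of all tested compounds plus 3 SD, cut at about 27% in these data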;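 also: 0% = DMSO wells and 100% = JAK Inhibitor I control wells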
# CHOP inhibitor = inhibitors of CHOP induction in ER stress response; CHO-K1 CHOP-promoter luciferase, tunicamycin-induced, 15-18 h; inhibition, % at 10 µM; 220,000 tested, 3.8% active; AID 2732;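 active = compounds that reduced the stress-induced luciferase reporter signal by more than about 70% of percent inhibition, limit read from the data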;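 also: 0% = tunicamycin plus vehicle and 100% = wells without tunicamycin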
# Ba/F3 V617F tox = reduce viability of Ba/F3 cells dependent on JAK2V617F | Ba/F3 EpoR-JAK2V617F viability, ATP luminescence | AID 1446 | inhibition, % at 5.6 µM | 220,000 tested, 1.1% active;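 active = inhibition above the campaign mean plus 3 SD over all tested compounds, cut at about 24% in these data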;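 also: cytokine-independent growth of Ba/F3 cells driven by EpoR plus mutant JAK2; 0% = DMSO-treated cells and 100% = JAK inhibitor I control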
# S1P4 antagonist = antagonists of human S1P4 receptor; O95977; S1P4-expressing cells, antagonist mode, reporter read-out; inhibition, % at 4.98 µM; 220,000 tested, 0.26% active; in the data active = inhibition above about 29%;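 also: 0% = wells stimulated with agonist and 100% = vehicle wells without agonist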
# S1P4 ag = activates the human S1P4 receptor | O95977 | S1P4-expressing cell line, agonist reporter assay | activation, % at 4.98 µM | 220,000 tested, 0.35% active; in the data active = activation above about 11%;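 also: 0% = DMSO vehicle and 100% = reference agonist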
# NPY2 pot ag = potentiates or activates human NPY-Y2 receptor. cells expressing NPY-Y2, potentiator/agonist read-out. activation, % at 3.6 µM. 220,000 tested, 0.45% active. AID 1359; in the data active = activation above about 27%;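 also: cells stimulated with NPY near EC25 plus isoproterenol at EC100; 0% = vehicle plus submaximal agonist and 100% = vehicle plus saturating agonist; some results beyond the cut were filed as inactive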
# NPY Y1 blocker = antagonists of human neuropeptide Y receptor Y1 | P25929 | HEK293-CNG Y1 cells, membrane potential fluorescence; NPY at EC95, then isoproterenol | inhibition, % at 3.6 µM | 200,000 tested, 1% active | AID 1040;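 active = inhibition above the campaign mean inhibition of all tested compounds plus 3 SD, cut at about 20% in these data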;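 also: 0% = DMSO wells given NPY plus isoproterenol and 100% = isoproterenol alone without NPY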
# Target sequence (P25929 whole entry, looked up): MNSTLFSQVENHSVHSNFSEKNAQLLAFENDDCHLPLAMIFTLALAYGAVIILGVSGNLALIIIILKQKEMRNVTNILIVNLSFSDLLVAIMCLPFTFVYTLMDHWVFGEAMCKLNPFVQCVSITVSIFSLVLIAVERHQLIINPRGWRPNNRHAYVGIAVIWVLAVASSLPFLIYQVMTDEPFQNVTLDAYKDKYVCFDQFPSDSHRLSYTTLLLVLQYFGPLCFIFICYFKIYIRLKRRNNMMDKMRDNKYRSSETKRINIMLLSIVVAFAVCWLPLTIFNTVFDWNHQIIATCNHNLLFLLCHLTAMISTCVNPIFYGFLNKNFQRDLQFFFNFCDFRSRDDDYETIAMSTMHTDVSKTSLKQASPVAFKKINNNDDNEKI
#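 Assay system: HEK293 Y1/CNG channel cell line; Doses: single compound dose of 3.6 µM, 0.4% DMSO; Timing: dye 3 h, compound 60 min room temperature, stimulation 45 min; Technique: Membrane-potential fluorescent dye readout; Measure: % inhibition of NPY effect.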
# NCF1 inh = p47phox (human) inhibition; 220,000 tested, 0.53% active; AID 1274; p47phox/p22phox peptide binding, fluorescence polarization, 2 h; P14598; inhibition, % at 24.7 µM;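 active = inhibition above about 30%, limit read from the data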;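 also: 0% = p47phox with labelled peptide and 100% = labelled peptide alone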
# Target sequence (P14598 whole entry, looked up): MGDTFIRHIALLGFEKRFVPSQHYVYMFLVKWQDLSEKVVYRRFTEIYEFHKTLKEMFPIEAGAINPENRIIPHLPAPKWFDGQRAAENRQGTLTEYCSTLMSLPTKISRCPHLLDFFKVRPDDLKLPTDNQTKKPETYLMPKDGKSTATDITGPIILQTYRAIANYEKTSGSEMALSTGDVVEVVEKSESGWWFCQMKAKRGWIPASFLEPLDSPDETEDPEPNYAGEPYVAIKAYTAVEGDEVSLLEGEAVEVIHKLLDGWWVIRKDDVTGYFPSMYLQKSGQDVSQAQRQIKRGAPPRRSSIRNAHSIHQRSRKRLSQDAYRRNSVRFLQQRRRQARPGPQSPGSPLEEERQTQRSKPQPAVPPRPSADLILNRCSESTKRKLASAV
# NPY-Y1 PAM-ag = human NPY-Y1 potentiation or agonism, primary screen | P25929 | NPY-Y1 expressing cells, potentiator/agonist activation | activation, % at 3.6 µM | 220,000 tested, 0.37% active | AID 1304; in the data active = activation above about 33%, passing the limit was not always enough;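 also: cells stimulated with NPY at EC10 then isoproterenol at EC100; 0% = low agonist plus stimulus and 100% = saturating agonist plus stimulus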
# Numbers without * were called inactive; . = not tested or not shown.
1. CC(=O)c1ccc(N2CCN(C(=O)CCC(=O)c3cccs3)CC2)cc1
2. CC(C)(C)S(=O)(=O)c1ccc2nc3c(n2c1)CCCC3
3. Cc1c(NC(=O)c2cccnc2C(=O)O)cccc1C(=O)O
4. COc1c(Cl)cnn(-c2ccc(C)cc2)c1=O
5. Cc1ccc(NC(=O)COC(=O)CCc2c[nH]c(=O)[nH]2)cc1
6. COc1ccc(CCN(C)CCC(=O)Nc2cccc(C)c2)cc1OC
7. Cc1ccc(N(CC(=O)N/N=C/c2ccco2)S(=O)(=O)c2ccccc2)cc1
8. O=C1CC(C(=O)NC2CCCCC2)C2(CCCCC2)O1 (stereo not given)
Compound,1,2,3,4,5,6,7,8
BaF3 tox,6,3,3,10,4,-5,4,11
CHOP inhibitor,14,.,16,-53,-6,-2,15,-7
Ba/F3 V617F tox,0,-5,-1,6,-1,-3,2,5
S1P4 antagonist,-10,-15,-22,5,-11,-5,-3,-4
S1P4 ag,1.6,1.3,-1.4,-2.8,1.8,-0.4,0.4,-1.4
NPY2 pot ag,4,9,-3,0,9,-5,10,-27
NPY Y1 blocker,-1,7,3,4,-2,.,4,3
NCF1 inh,-3,.,-6,-10,-2,-10,7,0
NPY-Y1 PAM-ag,12,13,20,-8,-4,20,9,-11

# Filtered by structure: those above with sulfur (three)
1. CC(=O)c1ccc(N2CCN(C(=O)CCC(=O)c3cccs3)CC2)cc1
2. CC(C)(C)S(=O)(=O)c1ccc2nc3c(n2c1)CCCC3
7. Cc1ccc(N(CC(=O)N/N=C/c2ccco2)S(=O)(=O)c2ccccc2)cc1
Compound,1,2,7
BaF3 tox,6,3,4
CHOP inhibitor,14,.,15
Ba/F3 V617F tox,0,-5,2
S1P4 antagonist,-10,-15,-3
S1P4 ag,1.6,1.3,0.4
NPY2 pot ag,4,9,10
NPY Y1 blocker,-1,7,4
NCF1 inh,-3,.,7
NPY-Y1 PAM-ag,12,13,9

# New compounds follow:
9. Cc1ccccc1-c1nc(CN2CCC(C(=O)N3CCC(C(N)=O)CC3)CC2)c(C)o1
10. NC(=O)COc1cccc2cccnc12
11. O=C(Nc1cccs1)Nc1ccc(F)cc1F
12. CCn1cc(CN(C)S(=O)(=O)c2ccc3ccccc3c2)c(C)n1
13. COc1ccc(N2CCN(C(=O)CN(c3ccccc3)S(C)(=O)=O)CC2)cc1
14. O=C(NC1CCS(=O)(=O)C1)c1ccc(S(=O)(=O)N2CCCCC2)cc1 (stereo not given)
15. Cc1ccc(Sc2cc(C(F)(F)F)nc(N(C)C)n2)cc1
16. O=C(Nc1ccccc1C(=O)N1CCCC1)c1cccc(S(=O)(=O)N2CCCCC2)c1
Compound,9,10,11,12,13,14,15,16
BaF3 tox,3,1,6,7,3,9,4,-1
CHOP inhibitor,10,18,15,49,0,4,6,0
Ba/F3 V617F tox,2,-3,-2,1,-3,-2,2,3
S1P4 antagonist,-1,0,8,-21,-15,-1,0,9
S1P4 ag,-2.9,-3.7,0.1,0.9,1.8,0.0,1.6,2.1
NPY2 pot ag,1,-1,12,14,-30,8,3,-22
NPY Y1 blocker,-4,-7,3,-1,9,10,3,5
NCF1 inh,-45,3,-13,-9,-18,-15,-20,-13
NPY-Y1 PAM-ag,-13,-4,12,1,9,17,10,-12

17. COc1ccc(CNC(=O)c2noc(C(C)C)c2[N+](=O)[O-])cc1
18. Cc1cc([N+](=O)[O-])nn1CC(=O)Nc1ccc(F)cc1
19. COc1ccc(CC(=O)Nc2nnc(C(C)C)s2)cc1OC
20. N#Cc1ccccc1OCC(O)CS(=O)(=O)c1ccccc1 (stereo not given)
21. Cc1cc(C(=O)N/N=C2/CC(C)CC(C)(C)C2)c(C)o1 (stereo not given)
22. CCC(C)n1c(=N)c(C#N)cc2c(=O)n3ccccc3nc21 (stereo not given)
23. COc1ccc(C2CC(c3cccs3)=Nc3ccccc3S2)cc1 (stereo not given)
24. Cc1ccc(C)c(NC(=O)COC(=O)CCCN=C2NS(=O)(=O)c3ccccc32)c1
Compound,17,18,19,20,21,22,23,24
BaF3 tox,4,8,2,9,4,3,3,6
CHOP inhibitor,4,9,2,0,43,3,-6,-5
Ba/F3 V617F tox,-2,1,-4,4,-3,2,1,3
S1P4 antagonist,-18,1,-7,-1,-17,-21,24,-1
S1P4 ag,-0.1,-0.8,0.9,-0.2,1.7,2.0,0.5,1.3
NPY2 pot ag,-1,-2,2,-18,-3,-4,-1,-8
NPY Y1 blocker,-5,-7,1,1,5,7,9,2
NCF1 inh,6,-2,-15,1,11,-9,6,1
NPY-Y1 PAM-ag,6,1,-7,-17,-1,-23,-4,6

25. COc1ccc(F)cc1S(=O)(=O)Nc1ccc2c(c1)OCO2
26. O=C(CCn1c(=O)oc2ccccc21)n1c(=O)oc2ccccc21
27. O=C(CC1NCCN(Cc2ccccc2)C1=O)Nc1ccc(Cl)cc1 (stereo not given)
28. Cc1cccc(Nc2nc(N)nc(CN3CCN(c4ccccc4F)CC3)n2)c1
29. CCC1=C/C(=C\c2ccc3c(c2)OCO3)C(=O)S1
30. COc1ccc(/C(O)=C2/C(=O)C(=O)N(CC3CCCO3)C2c2ccc(O)c(OC)c2)cc1 (stereo not given)
31. Cc1ccc(S(=O)(=O)/N=C(/Nc2c(C)n(C)n(-c3ccccc3)c2=O)c2ccccc2)cc1
32. O=S(=O)(Nc1nc2c(s1)CCCC2)c1ccc(Br)cc1
Compound,25,26,27,28,29,30,31,32
BaF3 tox,3,0,3,9,6,9,5,3
CHOP inhibitor,-8,15,8,.,47,-9,-12,8
Ba/F3 V617F tox,0,0,-5,7,1,1,1,-3
S1P4 antagonist,-17,-14,9,22,-17,4,-18,0
S1P4 ag,0.0,-1.1,-0.6,0.0,2.1,1.9,0.4,-0.3
NPY2 pot ag,6,-5,17,-23,5,6,-2,6
NPY Y1 blocker,4,1,.,11,3,3,3,4
NCF1 inh,-7,-1,-1,.,-24,3,-9,-3
NPY-Y1 PAM-ag,2,13,20,-13,7,13,-1,-14

# By substructure: those above containing a furan ring, fused or not.
7. Cc1ccc(N(CC(=O)N/N=C/c2ccco2)S(=O)(=O)c2ccccc2)cc1
21. Cc1cc(C(=O)N/N=C2/CC(C)CC(C)(C)C2)c(C)o1 (stereo not given)
Compound,7,21
BaF3 tox,4,4
CHOP inhibitor,15,43
Ba/F3 V617F tox,2,-3
S1P4 antagonist,-3,-17
S1P4 ag,0.4,1.7
NPY2 pot ag,10,-3
NPY Y1 blocker,4,5
NCF1 inh,7,11
NPY-Y1 PAM-ag,9,-1

# Following part.
33. CSc1nccc(Oc2cccc(C#N)c2)n1
34. N#Cc1nc(Cc2ccccc2)oc1N1CCN(c2cccc(Cl)c2)CC1
35. CS(=O)(=O)N1CCN(c2ccccc2NC(=O)c2ccc(Cl)cc2)CC1
36. Cc1ccc(C)c(-n2nnnc2SCC(=O)c2c(N)n(C)c(=O)n(C)c2=O)c1
37. COc1ccccc1C(=O)NCC(=O)OCC(=O)Nc1cccc(S(=O)(=O)N2CCCCCC2)c1
38. COC(=O)C1=C(C)NC2=C(C(=O)CC(C)(C)C2)C1c1cnn(C)c1C (stereo not given)
39. CCOc1ccc(OCC)c(NC(=O)C2CCCN(c3nc(C)cc(C)n3)C2)c1 (stereo not given)
40. Cc1cc(C)cc(NC(=O)Nc2ccc3c(c2)N(C)C(=O)CS3)c1
Compound,33,34,35,36,37,38,39,40
BaF3 tox,9,2,3,3,2,0,4,6
CHOP inhibitor,13,44,19,1,1,18,46,87*
Ba/F3 V617F tox,0,2,1,3,5,-3,-3,-1
S1P4 antagonist,-25,2,-11,-24,-11,1,-14,-23
S1P4 ag,2.0,0.7,0.3,0.2,2.7,1.4,-2.6,-1.5
NPY2 pot ag,10,17,-10,0,3,1,0,5
NPY Y1 blocker,3,8,10,-5,-1,-3,0,7
NCF1 inh,-12,-4,4,0,2,-8,-23,-14
NPY-Y1 PAM-ag,0,-29,-4,2,-6,2,-2,-1

41. O=C(COC(=O)C1CC1)Nc1ccc2[nH]c(=O)[nH]c2c1
42. FC(F)(F)c1cc(CCN2C(=S)NC[C@@H]2Cc2ccccc2)cc(C(F)(F)F)c1
43. COc1cc(/C=N/Nc2nc(N3CCCC3)nc(N3CCCC3)n2)ccc1OCc1ccccc1F
44. Cc1ccc(C(=O)NCCSC2CCCCC2)cc1S(=O)(=O)Nc1ccccc1
45. O=C(CC(c1ccccc1)c1ccco1)Nc1nccs1 (stereo not given)
46. CCOc1cc(CNCc2ccccn2)ccc1OCC(=O)NC(C)(C)C
47. O=C(NC(=S)Nc1ccc(S(=O)(=O)NC2CCCCC2)cc1)c1cccs1
48. CCCN=C1CC(C)(C)CC(=O)/C1=C(/O)CCC
Compound,41,42,43,44,45,46,47,48
BaF3 tox,8,-1,2,4,3,5,8,7
CHOP inhibitor,-8,37,-19,23,17,9,34,26
Ba/F3 V617F tox,5,-1,-2,1,1,1,-1,4
S1P4 antagonist,-3,3,-19,-14,12,-18,-7,-3
S1P4 ag,0.3,0.0,1.5,1.9,3.3,1.4,-0.2,-0.2
NPY2 pot ag,-4,-3,2,12,-8,12,10,2
NPY Y1 blocker,8,0,.,-3,10,9,-2,1
NCF1 inh,-13,2,3,1,-22,-10,-16,-1
NPY-Y1 PAM-ag,-1,26,-3,18,-11,-4,-7,16

49. CCOC(=O)C1=C(C)Nc2sc(C(=O)c3ccc(C)cc3)c(N)c2C1c1ccc(C(=O)OC)cc1 (stereo not given)
50. COc1ccc(-c2nsc(C(=O)N(c3ccc(F)cc3)C(C(=O)NC3CCCC3)c3ccc(OC)cc3)c2N)cc1 (stereo not given)
51. CCOC(=O)Cn1nc(C)c(NC(=O)COc2ccc(OC)cc2)c1C
52. O=c1c(O)cccc2cc(O)c(O)c(O)c12
53. Cc1cc(NC(=O)c2ccc(Cl)cc2)n(CCOC(=O)c2ccc(Cl)cc2)n1
54. CC(C)c1nnc(NC(=O)c2cc3cc(Br)ccc3oc2=O)s1
55. O=C(NCCCn1ccnc1)c1cccnc1
56. CS(=O)(=O)N1N=C(c2ccco2)CC1c1cccc([N+](=O)[O-])c1 (stereo not given)
Compound,49,50,51,52,53,54,55,56
BaF3 tox,4,8,-7,-1,5,-8,2,1
CHOP inhibitor,16,15,-1,46,27,-2,10,0
Ba/F3 V617F tox,-3,1,0,-2,0,-1,0,-1
S1P4 antagonist,8,-22,-2,4,-2,-4,6,-1
S1P4 ag,5.5,1.0,0.5,0.6,-1.2,0.7,-0.4,1.0
NPY2 pot ag,-6,19,-19,-10,0,-6,2,-20
NPY Y1 blocker,-3,-1,.,.,1,.,-2,.
NCF1 inh,-11,-3,-11,-25,-7,-8,-9,-17
NPY-Y1 PAM-ag,-29,14,8,1,16,2,12,13

57. CSc1ccccc1NC(=O)Cn1nc([N+](=O)[O-])cc1C
58. CN1CCN(CC(=O)n2c3c(c4ccccc42)CCCC3)CC1
59. COCC1CCN(Cc2cn[nH]c2-c2ccc(OC)c(F)c2)C1 (stereo not given)
60. CCOC(=O)C1(C)/C(=N/Nc2cccc(Cl)c2)C(=O)C(=O)N1c1ccccc1 (stereo not given)
61. CCOc1ccc(-n2c(SCC(N)=O)nnc2-c2cccnc2)cc1
62. CN(C(=O)COC(=O)COc1ccccc1F)C1CCS(=O)(=O)C1 (stereo not given)
Compound,57,58,59,60,61,62
BaF3 tox,-1,2,-4,-3,-4,5
CHOP inhibitor,-1,7,-9,25,-7,10
Ba/F3 V617F tox,-1,-4,1,-1,2,2
S1P4 antagonist,-3,0,4,7,-16,9
S1P4 ag,-0.4,0.8,0.0,0.2,0.3,0.7
NPY2 pot ag,0,-10,-8,12,0,-1
NPY Y1 blocker,-1,16,.,1,.,1
NCF1 inh,8,-5,-8,-17,-1,-12
NPY-Y1 PAM-ag,-8,-4,9,10,12,0
